Screens: PubChem, National Center for Advancing Translational Sciences (NCATS)
Rhodamine fluor = qHTS Assay for Spectroscopic Profiling in Rhodamine Spectral Region | Rhodamine-region fluorescence, 547/598 nm, Tris buffer; hits give high values | max dye-equivalent concentration, M | hit rate 0.05% among 59,000; in the data active means max dye-equivalent concentration above about 11 nM; inconclusive means between about 1.1 nM and that limit
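Compound fluorescence in 100 mM Tris, pH 8.0, read after 15 min at room temperature with 547 nm excitation and 598 nm emission. Output is dye-equivalent concentration from an on-plate rhodamine standard series.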
BRCT PPI green = qHTS Assay for Inhibitors of BRCT-Phosphoprotein Interaction (Green Fluorophore); Breast cancer type 1 susceptibility protein (Homo sapiens), P38398; BRCA1 BRCT-phosphopeptide binding, green fluorescence polarization; Potency, µM (series often up to 76.9 µM), without a hit: at the highest dose activity change, negative = inhibition, usual class: inhibitors; hit rate 0.05% among 75,000;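 further: potency means the concentration at half of the fitted maximal effect; plate controls were peptide without protein for full effect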
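Compounds were incubated for 12 min at room temperature with a complex of 100 nM fluorescein-tagged pBACH1 decapeptide and 250 nM His-tagged BRCT protein. Buffer was phosphate pH 7.3 with EDTA, DTT and Tween 20. Disruption of binding lowers the polarization signal.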
Tau filament bind = qHTS Assay for Tau Filament Binding | recombinant tau filaments, thioflavin S fluorescence, 15 h; filaments grown with octadecylsulfate alongside compound | Potency, µM (titrated, usually from 57.1 µM), for inactives: at the top dose activity change, negative = inhibition | hit rate 2% among 71,000 | AID 596, 2007;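 further: potency means the concentration at half of the fitted maximal effect; on the % scale 0 is the no-effect control and ±100 the full control effect; actives lower thioflavin S fluorescence by blocking filaments or displacing dye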
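Assay mix: 1 uM His-tagged tau, 30 uM sodium octadecylsulfate, thioflavine S dye in HEPES/NaCl/DTT buffer. Compound is added prior to the inducer. Fluorescence after 15 h at 37 C.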
USP2a inh = qHTS Assay for Inhibitors of Ubiquitin-specific Protease USP2a; hit rate 0.1% among 60,000; Ubiquitin carboxyl-terminal hydrolase 2 (Homo sapiens), O75604; Potency, µM (series often up to 38.3 µM), for the others: at the top dose activity change, negative = inhibition, most hits filed as inhibitors; USP2a enzymatic assay, qHTS inhibition; AID 927, 2007;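 further: potency means the concentration at half of the fitted maximal effect; nearly all actives have a fitted effect of over 60% in size; plate controls were DMSO for no effect and NEM full inhibition control for full effect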
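USP2 core (20nM final) preincubated 30 min RT with compound, then Ub-PLA2 20nM and NBD C6-HPC 20uM final added; buffer 20mM Tris-HCl pH 8.0, 2mM CaCl2. Fluorescence Ex 460/Em 535 read at 0 and 2.5 h; normalized to NEM.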
HADH2 inh = qHTS Assay for Inhibitors of HADH2 (Hydroxyacyl-Coenzyme A Dehydrogenase, Type II) | 3-hydroxyacyl-CoA dehydrogenase type-2 (Homo sapiens), Q99714 | recombinant HADH2, NADH fluorescence, beta-hydroxybutyryl-CoA | Potency, µM (doses to about 57.1 µM), without a hit: at the top dose activity change, negative = inhibition, hits mostly inhibitors | hit rate 3.4% among 73,000 | AID 886, 2007; further: potency means the concentration at half of the fitted maximal effect; on the % scale 0 is the no-effect control and ±100 the full control effect; nearly all actives have a fitted effect of over 60% in size; many of its hits are not listed in these tables
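Activity measured as NADH fluorescence gain (360/450 nm), taken as the change between first and last reads of a 4-min kinetic run. Conditions: pH 9.0 Tris buffer, 20 nM E. coli-expressed His-tagged enzyme, 1 mM NAD+, 90 uM beta-hydroxybutyryl-CoA; 15-min compound preincubation.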
BRCT PPI red = qHTS Assay for Inhibitors of BRCT-Phosphoprotein Interaction (Red Fluorophore) | Potency, µM (titrated, usually from 76.9 µM), without a hit: top-dose activity change, negative = inhibition, usual class: inhibitors | hit rate 0.03% among 75,000 | BRCT-phosphopeptide binding, red fluorescence polarization | AID 892, 2007 | Breast cancer type 1 susceptibility protein (Homo sapiens), P38398; further: on the % scale 0 is the no-effect control and ±100 the full control effect
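Fluorescence polarization: 100 nM His-tagged BRCA1 BRCT with 100 nM TAMRA-labelled phospho-BACH1 decapeptide, phosphate buffer pH 7.3 with 150 mM NaCl, DTT, 0.01% Tween 20; 12 min RT. Binding inhibition seen as FP decrease.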
Pol III holo inh = qHTS Assay for Inhibitors of DNA Polymerase III Holoenzyme System; hit rate 0.25% among 71,000; reconstituted DNA polymerase III holoenzyme replication, biochemical; AID 603, 2007; Potency, µM (series often up to 57.1 µM), without a hit: at the highest dose activity change, negative = inhibition; further: potency means the concentration at half of the fitted maximal effect; on the % scale 0 is the no-effect control and ±100 the full control effect
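Reconstituted *E. coli* holoenzyme (0.35 nM Pol III, 1 nM beta, 154 nM SSB, 2 nM primase) was preincubated with compound for 15 min at RT. Synthesis on 1.4 nM ssM13Gori ran 35 min, then was stopped with PicoGreen/EDTA and read as dsDNA fluorescence.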
Casp1 inh = qHTS Assay for Allosteric/Competitive Inhibitors of Caspase-1 | P29466 | Caspase-1 enzyme, Ac-WEHD-AFC fluorogenic rate | hit rate 0.03% among 75,000 | Potency, µM (highest dose often 57.5 µM), for inactives: at the top dose activity change, negative = inhibition, usual class: inhibitors;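 further: potency means the concentration at half of the fitted maximal effect; plate controls were vehicle for no effect and no substrate for full effect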
HEK293 cAMP cs = qHTS Assay for Agonists of the Thyroid Stimulating Hormone Receptor: Activators of Intracellular cAMP Concentrations in Parental HEK 293; parental HEK293 CNG cAMP sensor, membrane potential fluorescence; hit rate 2.5% among 73,000; Potency, µM (highest dose often 57.1 µM), without a hit: at the top dose activation, actives largely listed as activators; AID 938, 2007; further: potency means the concentration at half of the fitted maximal effect; % of control where 0% means no effect; nearly all actives have a fitted effect of over 55% in size
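Parental HEK 293 cells stably expressing a modified CNG channel (no TSHR) report cAMP rise as membrane depolarization. Membrane potential dye with 100 uM RO 20-1724 was loaded for 60 min at room temperature, then compound added for 30 min; fluorescence read at 590 nm.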
Casp7 inh = qHTS Assay for Allosteric/Competitive Inhibitors of Caspase-7; Potency, µM (highest dose often 57.5 µM), without a hit: top-dose activity change, negative = inhibition, hits mostly inhibitors; AID 889, 2007; hit rate 0.02% among 75,000; recombinant caspase-7, Ac-DEVD-AFC fluorescence rate; P55210; active means well fitted inhibition curve with a large enough effect in the main read-out, with a control signal flat, not every such curve was filed as active; inconclusive means small, poorly fitted or top-dose-only effect, or a change in a side signal; further: potency means the concentration at half of the fitted maximal effect; % of control where 0% means no effect
15-hLO inh = qHTS Assay for Inhibitors of 15-hLO (15-human lipoxygenase) | Polyunsaturated fatty acid lipoxygenase ALOX15 (Homo sapiens), P16050 | Potency, µM (top dose mostly 57.1 µM), without a hit: at the top dose activity change, negative = inhibition, most hits filed as inhibitors | purified 15hLO-1, xylenol orange hydroperoxide absorbance | hit rate 1.4% among 74,000; further: potency means the concentration at half of the fitted maximal effect; on the % scale 0 is the no-effect control and ±100 the full control effect; nearly all actives have a fitted effect of over 55% in size
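Purified human 15hLO-1 (40 nM) in 25 mM Hepes pH 7.5, 0.01% Triton X-100, preincubated 15 min RT with compound, then 50 uM arachidonic acid for 6 min. Hydroperoxide read by ferrous/xylenol orange, 30 min; 573/405 nm absorbance ratio gave progress.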
Numbers without * were called inactive; i = inactive; ? = inconclusive; / = not tested or not shown; [ ] = dose if it differs, or a comment. Unless noted, the call rests on the fitted dose curve; in most records, active means well fitted curve in the direction sought with a large enough effect; inconclusive means small, poorly fitted or top-dose-only effect, or another doubt; inactive means no such curve, though single readings can be large; an effect the other way counts as inactive or inconclusive. This is a subset, so the mix of outcomes need not match the whole.

1	O=C(C1=C(O)C(=O)N(CCN2CCOCC2)C1c1ccncc1)c1ccco1 (stereo not drawn)
2	Cc1ccc(C)c(NS(=O)(=O)c2cc(C(=O)O)ccc2Cl)c1
3	C=CCSc1ncccc1C(=O)O
4	O=S(=O)(c1ccccc1)N1CCSC1c1ccco1 (stereo not drawn)
5	c1ccc2c(c1)ccc1nnc(-c3ccc4c(c3)OCO4)n12
6	Cc1nc(N=Nc2ccc(C(=O)O)cc2)c(COP(=O)(O)O)c(C=O)c1O

screen / no.,1,2,3,4,5,6
HADH2 inh,-14%,-3%,1%,-15%,0%,-15%
Rhodamine fluor,/,/,i,i,/,i
HEK293 cAMP cs,-3%,-17%,3%,19%,17%,4%
BRCT PPI green,-2.2%,-1.3%,-1.3%,-0.8%,-0.7%,-3.9%
Casp7 inh,0%,-1%,-1%,-4%,-2%,-1%
15-hLO inh,-7%,-5%,-3%,-4%,-5%,4%
Pol III holo inh,-6%,/,-14%,0%,-2%,-7%
Tau filament bind,19%,/,-6%,2%,-14%,48%
Casp1 inh,-1%,-2%,-1%,-2%,-1%,-5%
BRCT PPI red,-0.9%,-1.4%,-3.9%,-0.2%,-1.1%,-2.0%
USP2a inh,-8%,/,3%,1%,2%,0%

7	CN(C)S(=O)(=O)c1ccc2c(c1)C(CC(=O)O)NC2=O (stereo not drawn)
8	CC(=NCc1cccnc1)C1=C(O)c2ccccc2C1=O
9	C=CCOC(=O)c1sc(N2C(=O)c3oc4ccccc4c(=O)c3C2c2ccco2)nc1C (stereo not drawn)
10	CCOC(=O)c1[nH]c(C)c(C(=O)NCCc2ccc(OC)cc2)c1C
11	COc1ccccc1-c1nc(-c2ccccn2)no1
12	CC(=O)c1cc(-c2ccc(F)cc2)n(CC(=O)NCc2cccs2)c1C

screen / no.,7,8,9,10,11,12
HADH2 inh,5%,?,4%,4%,-25%,8%
Rhodamine fluor,i,/,/,i,/,i
HEK293 cAMP cs,4%,0%,1%,7%,1%,?
BRCT PPI green,-0.4%,0.0%,0.5%,1.4%,-1.3%,-5.0%
Casp7 inh,0%,-3%,-7%,1%,1%,-3%
15-hLO inh,1%,-1%,-11%,2%,-16%,-8%
Pol III holo inh,-4%,2%,-7%,-4%,-5%,0%
Tau filament bind,-3%,-7%,10µM*,-1%,8%,176%
Casp1 inh,-1%,2%,-2%,-1%,-2%,-2%
BRCT PPI red,-2.1%,-0.8%,-1.0%,-0.1%,-4.3%,1.0%
USP2a inh,-1%,/,/,10%,/,-9%

13	COc1c(CC(=O)c2cc3c(cc2O)OC(C)(C)C(O)C3)ccc2c1C=CC(C)(C)O2 (stereo not drawn)
14	COc1nc2ccccc2cc1-c1noc(-c2cccnc2)n1
15	CCCCCn1c(CNC(=O)c2cccs2)nc2ccccc21
16	CN(CC(=O)NCCCN1CCOCC1)S(=O)(=O)c1ccc(Br)cc1
17	CCS(=O)(=O)c1nc(NC(C)=O)n[nH]1
18	C/C=C/C1Oc2ccc(OC)cc2N2C(=O)C(C)C(OCOC)C12 (stereo not drawn)

screen / no.,13,14,15,16,17,18
HADH2 inh,/,8%,1%,7%,-7%,-11%[11.4 µM]
Rhodamine fluor,/,i,i,i,i,/
HEK293 cAMP cs,/,15%,13%,5%,-10%,0%[11.4 µM]
BRCT PPI green,-1.1%[3.08 µM],-1.5%,-1.3%,-2.0%,0.0%,-1.1%[15.4 µM]
Casp7 inh,-1%,-5%,1%,-1%,0%,0%[11.5 µM]
15-hLO inh,-11%,8%,5%,6%,-8%,9%[11.4 µM]
Pol III holo inh,/,0%,1%,-5%,-4%,/
Tau filament bind,/,-20%,10%,-13%,-2%,/
Casp1 inh,-2%,-3%,0%,0%,0%,?
BRCT PPI red,-1.2%,-1.2%,-0.9%,-1.5%,1.1%,0.3%[15.4 µM]
USP2a inh,21%,9%,3%,-2%,-7%,/

19	COc1ccc(-c2cc(C(F)(F)F)nc(SCCC(=O)N3CCN4CCCC4C3)n2)cc1 (stereo not drawn)
20	CO[C@]1(NC(=O)[C@H](C(=O)O)c2ccc(O)cc2)C(=O)N2C(C(=O)O)=C(CSc3nnnn3C)CO[C@H]21
21	CC1CCCCC1NC(=O)C1Cc2ccccc2CN1S(C)(=O)=O (stereo not drawn)
22	CCOC(=O)Cc1nn2c(=O)cc(C)nc2s1
23	Cn1cnnc1SCC(=O)Nc1ccccc1
24	COC(=O)c1cc(C(=O)OC)cc(-n2c(C)cc(C(=O)CC#N)c2C)c1

screen / no.,19,20,21,22,23,24
HADH2 inh,-60%,?,0%,-4%,-18%,6%
Rhodamine fluor,i,i,i,i,/,i
HEK293 cAMP cs,?,2%[25.6 µM],?,-4%,-4%,17%
BRCT PPI green,-3.6%,-0.5%[34.4 µM],-2.3%,-0.3%,2.0%,2.1%
Casp7 inh,0%,0%[25.7 µM],0%,-6%,3%,-4%
15-hLO inh,10%,-5%[25.6 µM],-14%,-4%,13%,-15%
Pol III holo inh,-1%,-4%[25.6 µM],3%,-2%,-5%,0%
Tau filament bind,2%,9%[25.6 µM],-16%,-2%,3%,2%
Casp1 inh,-2%,-1%[25.7 µM],-2%,-2%,2%,-1%
BRCT PPI red,-2.1%,-0.6%[34.4 µM],-1.5%,-1.0%,-1.1%,0.3%
USP2a inh,10%,-10%[17.1 µM],0%,-1%,/,24%

The last 2 records of the part before come first, to join the parts:
23	Cn1cnnc1SCC(=O)Nc1ccccc1
24	COC(=O)c1cc(C(=O)OC)cc(-n2c(C)cc(C(=O)CC#N)c2C)c1
25	CSc1nc(C)cc(OCC(=O)N2CCOCC2)n1
26	CCOC(=O)c1ccc2ncc(C(=O)OCC)c(NCCCN3CCOCC3)c2c1
27	COC(=O)c1ccccc1NC(=O)C(CCS(C)(=O)=O)NC(C)=O (stereo not drawn)
28	CCOC(=O)[C@@H](O)Cc1cnc2ccccc2n1
29	COC(=O)NCc1ccc(Cl)c(Cl)c1
30	CC1CC(C)CN(c2nc3c(c(=O)n(C)c(=O)n3C)n2C)C1 (stereo not drawn)
31	O=C(CN1C(=O)C2C3C=CC(C3)C2C1=O)N1CCc2ccccc2C1 (stereo not drawn)
32	C=C1CSc2nc(=O)c3c(C)c(C)sc3n21
33	COC(=O)C(Cc1ccc(O)cc1)NC(=O)C(C)Oc1ccccc1 (stereo not drawn)

screen / no.,23,24,25,26,27,28,29,30,31,32,33
HADH2 inh,-18%,6%,-1%,2%,14%,-5%[11.4 µM],0%,-3%,6%,4%,3%
Rhodamine fluor,/,i,i,/,i,i,/,i,i,i,i
HEK293 cAMP cs,-4%,17%,14%,9%,6%,9%[11.4 µM],14%,16%,4%[2.29 µM],-18%,?
BRCT PPI green,2.0%,2.1%,0.2%,11%,-1.3%,4.7%[15.4 µM],-1.7%,1.0%,-1.8%,0.3%,-0.6%
Casp7 inh,3%,-4%,-1%,0%,2%,-3%[11.5 µM],0%,-1%,-1%,-1%,0%
15-hLO inh,13%,-15%,9%,2%,-11%,-1%[11.4 µM],0%,-1%,2%,9%,0%
Pol III holo inh,-5%,0%,-4%,-14%,2%,-3%[11.4 µM],-3%,1%,1%,-1%,2%
Tau filament bind,3%,2%,-4%,60%,4%,5µM*,-5%,-9%,4%,15%,0%
Casp1 inh,2%,-1%,1%,-2%,0%,-3%[11.5 µM],0%,5%,1%,-2%,1%
BRCT PPI red,-1.1%,0.3%,-0.3%,-5.8%,-0.2%,1.0%[15.4 µM],0.1%,0.1%,1.6%,-1.2%,0.4%
USP2a inh,/,24%,6%,16%,-5%,/,-1%,-6%,1%,0%,-3%
